Screening data as filed in PubChem BioAssay.
CF NFkB block: inhibitors of PAF-induced NF-kB signaling, primary screen, cell-based, GFP fluorescence, uHTS | 0.86% of 360,000 active | inhibition, % at 5 µM | AID 588850, 2011 | KKLEB NF-kB-GFP reporter, GFP fluorescence overnight;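 active = at least 50% inhibition at 5 µM, scaled per plate between neutral and stimulator controls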;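 note: PAF is a Pseudomonas aeruginosa culture filtrate used as stimulus; plate controls were PAF-stimulated DMSO wells for no effect and unstimulated DMSO wells for full effect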
Vif inh: HIV Vif self-association inhibitors, primary screen, imaging, HEK293T, single point; AID 602346, 2012; 0.35% of 340,000 active; inhibition, % at 7.49 µM; HEK293T cells, Vif self-association by quenched fluorescence, 24 h; in the data active = inhibition above about 50%, passing the limit was not always enough; note: some results filed as inactive read as strong as hits
NR2E3 ag-1: inhibitors of NR2E3-RetCOR corepressor binding, primary screen, NR2E3 agonist project, biochemical, TR-FRET, GST-NR2E3, biotin-RetCOR. AID 2300, 2010. inhibition of corepressor binding, % at 4.78 µM. Photoreceptor-specific nuclear receptor (Homo sapiens), Q9Y5X4. 0.12% of 320,000 active. 1536-well;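 active = percent inhibition above the cutoff of mean plus 3 SD of all tested compounds, set per screening campaign, cut at about 20% in these data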;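 note: 0% = DMSO wells and 100% = biotin wells as full block of FRET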
Target sequence (Q9Y5X4 whole entry, looked up): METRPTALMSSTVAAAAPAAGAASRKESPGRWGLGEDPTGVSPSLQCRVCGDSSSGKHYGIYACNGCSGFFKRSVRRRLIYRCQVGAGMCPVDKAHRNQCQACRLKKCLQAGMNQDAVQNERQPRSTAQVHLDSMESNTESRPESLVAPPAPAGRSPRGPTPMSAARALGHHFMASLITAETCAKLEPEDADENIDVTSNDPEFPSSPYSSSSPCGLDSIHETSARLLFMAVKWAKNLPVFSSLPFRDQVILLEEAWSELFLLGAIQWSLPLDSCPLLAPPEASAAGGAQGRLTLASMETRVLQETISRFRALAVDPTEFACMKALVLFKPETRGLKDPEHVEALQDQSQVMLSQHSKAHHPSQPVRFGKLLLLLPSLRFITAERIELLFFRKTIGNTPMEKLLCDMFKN
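Material: NR2E3–RetCOR corepressor complex / Amount: 1.35 nM GST-NR2E3 / Medium: Tris pH 7.5 / Compound: single nominal compound dose of 4.8 µM / Incubation: 5 h at 4 °C / Technique: TR-FRET, Eu(K)-anti-GST donor, streptavidin-D2 acceptor, ex 340, em 617/671 nm / Read-out basis: percent loss of FRET ratio relative to control wells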
TRPM1 prom inh: inhibitors of MITF-dependent TRPM1 promoter reporter, primary screen, cell-based, SK-MEL-5, single point, luciferase; SK-MEL-5 TRPM1 promoter luciferase, 24 h; inhibition, % at 12.5 µM; 0.83% of 330,000 active;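 active = mean inhibition across replicates of 60% or more, whatever share of single replicates reaches that level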; note: values of inactives mirror those of a sister screen read the other way
CaV13 ICDI inh: Disruptors of the CACNA1D IQ motif to Ca2+-dependent inactivation inhibitor domain association, primary screening, Förster resonance energy transfer in intact living …. HEK cells, CFP/YFP FRET ICDI-IQ, plate reader, 10 min; percent FRET-ratio fall versus neutral wells. inhibition, % at 12.3 µM. AID 743397. 0.098% of 340,000 active;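 active = mean replicate inhibition of at least 30% and at least 1% of replicates passing that level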;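 note: 0% = median of the neutral control wells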
NR2E3 ag-2: NR2E3 agonists in two-hybrid cells, primary screen, cell-based, luminescence, CHO-S, Gal4-NCOR/VP16-NR2E3. 0.35% of 360,000 active. inhibition of corepressor binding, % at 3.98 µM. AID 602229, 2012. luciferase;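 active = inhibition above the mean of all tested compounds plus 3 SD, cut at about 70% in these data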;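 note: 0% = DMSO with NR2E3 transfected cells and 100% = cells lacking NR2E3 construct; higher means lower luciferase signal from less NR2E3 corepressor binding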
Shn3 inh set2: reduction of Shn3 3'UTR firefly luciferase signal, primary screen, Schnurri-3 inhibitor project, cell-based, Clone20 osteoblasts, set 2 | inhibition, % at 12.5 µM | AID 588674, 2011 | 0.52% of 360,000 active | Clone20 osteoblast Shn3 3'UTR firefly luciferase, 24 h;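 active = mean inhibition of at least 75% with every replicate also reaching 75%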;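 note: 0% = median of neutral control wells and 100% = pilot-screen positive control compound; some compounds past the cut are filed as inactive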
KKLEB cytotox: cytotoxicity in KKLEB CF airway cells, primary screen, cytotoxicity control for CF NF-kB inhibitor project, cell-based, uHTS, fluorescence assay plates. 0.36% of 360,000 active. activity change (cytotoxicity), % at 5 µM. AID 602141, 2011. KKLEB CF airway cells viability, ATPlite luminescence, overnight; hits give low values; cells stimulated with P. aeruginosa culture filtrate;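 active = corrected activity change at or below -50% at 5 µM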
PDI turbidity: inhibitors of human PDI, primary screen, biochemical, turbidity, single point, plate reader; AID 588391, 2011; 0.052% of 350,000 active; Protein disulfide-isomerase (Homo sapiens), P07237; PDI insulin aggregation turbidity, A650, 90 min; inhibition, % at 10 µM;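 active = mean inhibition across replicates of 30% or more, whatever share of single replicates reach that level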;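 note: absorbance from insulin aggregation driven by PDI reduction with DTT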
Target sequence (P07237 whole entry, looked up): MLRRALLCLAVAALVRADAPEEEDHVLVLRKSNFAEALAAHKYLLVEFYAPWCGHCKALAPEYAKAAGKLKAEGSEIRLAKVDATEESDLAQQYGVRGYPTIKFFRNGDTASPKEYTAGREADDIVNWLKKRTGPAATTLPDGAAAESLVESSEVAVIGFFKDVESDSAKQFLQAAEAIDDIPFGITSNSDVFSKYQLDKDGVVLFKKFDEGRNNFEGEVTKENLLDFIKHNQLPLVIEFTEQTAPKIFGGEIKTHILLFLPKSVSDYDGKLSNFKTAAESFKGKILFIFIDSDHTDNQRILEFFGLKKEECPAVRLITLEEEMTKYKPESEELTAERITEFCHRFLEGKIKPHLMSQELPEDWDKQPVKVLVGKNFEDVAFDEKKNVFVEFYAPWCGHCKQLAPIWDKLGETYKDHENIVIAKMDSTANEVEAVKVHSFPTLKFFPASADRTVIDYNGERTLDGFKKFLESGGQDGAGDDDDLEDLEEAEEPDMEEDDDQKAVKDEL
Peg3 prom inh: Peg3 promoter-driven luciferase inhibitors, primary screen, cell-based, HeLa, luciferase luminescence | HeLa PEG-Prom luciferase reporter, overnight | inhibition, % at 20 µM | 1.7% of 360,000 active | AID 588405, 2011;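 active = inhibition of at least 50% at 20 µM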
HIF-2a block: HIF-2a reporter inhibitors, primary screen, luminescence, 786-0 RCC cells; 786-0 RCC cells HIF-2a reporter, luciferase luminescence, overnight; inhibition, % at 18.8 µM; 0.72% of 360,000 active; AID 624352, 2012;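 active = inhibition of the luminescence signal of 40% or more relative to plate controls, in a single-dose primary screen at 18.75 µM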
Starred values were filed as active, the others as inactive; · = no result given. Only part of the results is shown; rates above refer to the full screens.

SMILES | CF NFkB block | Vif inh | NR2E3 ag-1 | TRPM1 prom inh | CaV13 ICDI inh | NR2E3 ag-2 | Shn3 inh set2 | KKLEB cytotox | PDI turbidity | Peg3 prom inh | HIF-2a block
CC(=O)CC(c1ccccc1[N+](=O)[O-])c1c(O)c2ccccc2oc1=O (centres undefined) | -5 | -7 | -7 | 12 | -14 | 7 | -13 | -14 | -10 | 7 | 11
c1ccc(C(c2ccccc2)c2ccncc2)cc1 | 34 | -1 | · | -12 | -6 | -21 | 14 | -10 | -5 | -3 | -9
O=C1NCN(c2ccccc2)C12CCN(C(c1cc3ccccc3o1)c1nnnn1Cc1ccccc1)CC2 (centres undefined) | 49 | 2 | · | · | -4 | -6 | 17 | -24 | · | 36 | -5
CCN(N=Nc1nonc1OC)c1nonc1OC | -3 | 9 | 2 | 0 | -6 | -21 | -12 | -12 | 6 | 9 | 3
C=CCn1c(O)c(/C=C2/C=CC=N2)c(=O)[nH]c1=O | 6 | 7 | 1 | 0 | 10 | -4 | 0 | -12 | 6 | 15 | -2
CC12C=CC(=O)C=C1CCC1C2C(=O)CC2(C)C(=O)CCC12 (centres undefined) | 4 | 0 | · | 1 | -5 | -23 | -7 | 5 | 0 | 5 | 8
CCOC(=O)c1c(C)c(P(=S)(N2CCOCC2)N2CCOCC2)n(C)c1C | 9 | -4 | 1 | -3 | · | -38 | 7 | -2 | 6 | 3 | 24
O=P(c1ccccc1)(c1nc2ccccc2s1)N1CCOCC1 (centres undefined) | 4 | -13 | 0 | -3 | -6 | 12 | -3 | -9 | 3 | 13 | 7
O=C1NCN(c2ccccc2)C12CCN(C(c1nnnn1C1CCCCC1)C1CC1)CC2 (centres undefined) | 19 | 5 | · | · | -6 | -24 | 12 | -8 | · | -4 | 8
Cc1cccc(C(=O)Nc2ccc(Cl)cc2C(=O)c2ccccc2)c1 | 13 | 16 | 1 | 11 | -8 | -5 | -9 | -10 | 10 | 11 | -20
O=c1[nH]c(=S)[nH]c(O)c1N=Nc1ccc(OC(F)F)cc1 | -3 | -15 | -3 | -20 | -6 | -113 | -20 | -3 | -7 | -128 | -256
S=C(NC1CCCCC1)N1CCC(c2cnc[nH]2)CC1 | 2 | 0 | -2 | 0 | -6 | 0 | 20 | -6 | -1 | 12 | 8
Cn1c(=O)cc(SCC(=O)N2CCC3(CC2)OCCO3)c2ccccc21 | -17 | 12 | -5 | 12 | · | -21 | 4 | -12 | 1 | -3 | 2
CN(C)CCOC(=O)c1cn(Cc2ccccc2)c2ccccc12 | -10 | 2 | 4 | -3 | -1 | -30 | -28 | -1 | 11 | 19 | 9
COC(=O)C1=C(c2c(C)noc2C)C[C@@H]2CC[C@H]1N2C(=O)NCc1ccc(C(F)(F)F)cc1 | -5 | 37 | 2 | 17 | -4 | -20 | 1 | -6 | -3 | 1 | 7

Quoted at random: 4 entries already listed, in no set order.
SMILES | CF NFkB block | Vif inh | NR2E3 ag-1 | TRPM1 prom inh | CaV13 ICDI inh | NR2E3 ag-2 | Shn3 inh set2 | KKLEB cytotox | PDI turbidity | Peg3 prom inh | HIF-2a block
Cn1c(=O)cc(SCC(=O)N2CCC3(CC2)OCCO3)c2ccccc21 | -17 | 12 | -5 | 12 | · | -21 | 4 | -12 | 1 | -3 | 2
S=C(NC1CCCCC1)N1CCC(c2cnc[nH]2)CC1 | 2 | 0 | -2 | 0 | -6 | 0 | 20 | -6 | -1 | 12 | 8
CC12C=CC(=O)C=C1CCC1C2C(=O)CC2(C)C(=O)CCC12 (centres undefined) | 4 | 0 | · | 1 | -5 | -23 | -7 | 5 | 0 | 5 | 8
c1ccc(C(c2ccccc2)c2ccncc2)cc1 | 34 | -1 | · | -12 | -6 | -21 | 14 | -10 | -5 | -3 | -9

(more compounds)
SMILES | CF NFkB block | Vif inh | NR2E3 ag-1 | TRPM1 prom inh | CaV13 ICDI inh | NR2E3 ag-2 | Shn3 inh set2 | KKLEB cytotox | PDI turbidity | Peg3 prom inh | HIF-2a block
Cc1ccc(-n2c(O)c(C=NCc3cccnc3)c(=O)[nH]c2=O)cc1C | -1 | -29 | 2 | 3 | · | -5 | -4 | -2 | -3 | 14 | 6
S=P(N1CCOCC1)(N1CC1)N1CC1 | -5 | 9 | · | -2 | -7 | 3 | 11 | 10 | 0 | 16 | 12
CN1CCN(c2ccc3c(c2)S(=O)(=O)c2ccccc2C3=O)CC1 | -8 | -2 | 2 | -90 | -14 | -51 | -100 | -10 | -9 | -284 | -223
O=P(O)(O)Cc1c(Cl)cccc1Cl | -10 | -20 | 1 | 4 | -20 | -4 | -1 | 10 | -3 | -3 | 15
Cc1ccc(S(=O)(=O)N2Cc3cc(-c4cccc(F)c4)ccc3-n3nncc3C2)cc1 | 2 | 12 | · | · | -6 | -8 | 8 | -16 | · | 3 | -4
COc1ccc(C(=O)O)cc1OC | -3 | 14 | · | 2 | · | -4 | -11 | 11 | · | 0 | 7
O=C1NC(=O)N(CCC2=CCCCC2)C(=O)/C1=C/c1cccs1 | 12 | -5 | 7 | · | -5 | -35 | -1 | 0 | 0 | 22 | 31
COc1ccc(C(=O)C2CCCN(Cc3ccc(C)s3)C2)cc1OC (centres undefined) | -1 | 0 | 1 | -8 | -3 | -8 | 33 | -8 | -1 | 16 | 12
COc1cc(C(=O)N2C[C@H]3C[C@@H](C2)c2cccc(=O)n2C3)cc(OC)c1OC | -20 | 4 | 0 | 1 | · | 17 | -14 | -2 | · | 3 | 1
COC(=O)C1=C(c2cccc(OC)c2OC)C[C@@H]2CC[C@H]1N2C(=O)NCCNC(C)=O | 8 | 1 | -1 | -14 | -4 | -20 | 11 | 3 | -3 | -11 | 8
CSc1ccc(CN2CCN(Cc3ccccc3Cl)CC2)cc1 | 3 | -7 | 2 | -13 | -4 | 4 | 3 | 7 | 2 | 5 | 16
Cc1cc(Cl)ccc1OCC(=O)O | 6 | 7 | -1 | -5 | -4 | -9 | 6 | -10 | -12 | 1 | -13
COc1ccc(-c2cc(C(=O)N3CCC4(CC3)OCCO4)c3ccccc3n2)cc1 | -14 | 6 | 0 | -48 | -16 | -28 | -85 | -9 | 9 | -110 | -172
CSc1ccc(CN2CCN(C(=O)COc3ccc(C)cc3)CC2)cc1 | -1 | -3 | 4 | -19 | 13 | 10 | 20 | -10 | -3 | 11 | 11
CN1C(=O)N(C)C(=O)C(NS(=O)(=O)c2ccc(N)cc2)(c2ccccc2)C1=O | 10 | 3 | · | 1 | -5 | 17 | 0 | -14 | 0 | -2 | 1
COc1ccc(NC2=NCCCS2)cc1OC | -9 | -11 | -1 | 1 | -4 | -13 | 10 | -2 | -8 | 13 | 4
Cc1ccc(OC(=O)N(C)C[C@@H]2OCc3cnnn3CCCC(=O)N([C@H](C)CO)C[C@@H]2C)cc1 | -1 | 0 | · | · | -4 | -3 | -13 | 8 | -4 | 5 | 0
COc1cccc(C2C([N+](=O)[O-])=C(N)Oc3c2c(=O)oc2ccccc32)c1 (centres undefined) | -18 | -11 | -2 | -4 | -5 | -1 | -22 | 4 | 9 | -1 | 1
COC(=O)C1=C(N)OC(C)=C(C(C)=O)C12C(=O)N(C)c1ccccc12 (centres undefined) | 8 | -4 | 0 | 7 | -7 | -20 | -4 | -5 | -1 | 12 | 13
C[C@H]1[C@@H](c2ccccc2)O[C@@H](c2ccccc2Br)N1C | -8 | 7 | 3 | 4 | -11 | -38 | 6 | 11 | 3 | -13 | 2
COc1ccccc1N1CCN(Cc2cccc(Br)c2)CC1 | 2 | 5 | 3 | -2 | -19 | -8 | 6 | -4 | -6 | 6 | 8
CC=C(CC)C1(CCC)C(=O)NC(=S)NC1=O | -16 | 1 | · | -4 | -6 | -19 | -4 | -3 | -4 | 4 | 7
COc1ccc(-n2c(SCCN(C)C)nc3ccccc3c2=O)cc1 | -14 | -16 | -2 | -2 | -4 | -19 | 9 | 5 | 0 | -9 | 9
CC(=Nc1ccccc1N)c1c(O)n(C)c(=O)n(C)c1=O | 6 | -4 | 1 | -4 | -15 | -88 | -14 | -2 | 4 | 12 | -15
N#C/C(=C\c1cccc(O)c1)C(=O)O | 11 | -8 | · | · | -5 | -15 | 4 | 4 | 2 | -7 | -7
CCOc1ccc(-n2c(O)c(C=NCCCn3ccnc3)c(=O)[nH]c2=O)cc1 | 14 | -1 | -1 | -4 | -4 | 6 | 7 | -4 | 0 | 5 | 3
COc1cc(C2c3cc4c(cc3CC3COC(=O)C32)OCO4)cc(OC)c1OC (centres undefined) | 41 | 87* | · | · | · | 12 | 18 | -23 | · | -14 | 7
CN1CCN(c2c(C#N)c(C(F)(F)F)nn2C)CC1 | 3 | -5 | 4 | 3 | -2 | -11 | -7 | 10 | 4 | 4 | 16
CCCCCn1c(=O)c(C(=O)Nc2cc(C)ccn2)c(O)c2ccccc21 | -6 | -3 | -1 | 4 | -18 | -28 | 1 | 8 | -2 | -5 | -17
CCOC(=O)CCN=Cc1c(O)n(-c2ccc(Br)cc2)c(=O)[nH]c1=O | -6 | -1 | 1 | -5 | -4 | -24 | 8 | 9 | 4 | 5 | 28
c1ccc2c(c1)-c1cccc3cccc-2c13 | -4 | 4 | 1 | -11 | · | -8 | -14 | 8 | · | -19 | -10
O=C(CF)NC(NC(=S)Nc1ccccc1O)C(Cl)(Cl)Cl (centres undefined) | -1 | -6 | -3 | -6 | -4 | 1 | 6 | -1 | 0 | 0 | -3
Cc1cccc(-c2nc3ccccc3c(=O)n2-n2cccc2)c1 | 3 | 9 | 1 | 3 | -6 | 3 | -14 | 1 | -3 | 11 | 6
C=CCn1c(O)c(/C(C)=N/N2CCCCCC2)c(=O)[nH]c1=O | -13 | -8 | 1 | 8 | 4 | 13 | 15 | 8 | 4 | 3 | 3
CC(=O)O/C(=C1\CC2C3CC=C4CC(OC(C)=O)CCC4(C)C3CCC2(C)C1=O)C(F)(F)F (centres undefined) | 8 | 0 | · | 14 | -10 | -12 | 61 | 9 | -7 | 63* | 6
CC/C(=N\N1CCCCC1)c1c(O)[nH]c(=O)[nH]c1=O | 1 | -3 | 1 | -51 | -5 | -6 | -46 | 6 | -14 | 1 | 15
CC(=O)c1c(C)[nH]c(C(=O)N2CCC3(CC2)OCCO3)c1C | 1 | 0 | -1 | 18 | -2 | 1 | 7 | 2 | 8 | 5 | 13
COC(=O)C1=C(c2ccc(F)cc2OCc2ccccc2)C[C@@H]2CC[C@H]1N2C(=O)NCCOc1ccccc1 | 18 | -3 | -2 | 0 | -5 | -1 | 8 | -4 | 1 | 18 | 4
